# FBW7 act: human FBW7 E3 ligase activation, primary screen. Q969H0. AlphaScreen FBW7–phospho-cyclin E peptide binding, activator screen. normalized activity (activation), % at 26.1 µM. 0.13% of 650,000 active; in the data active = normalized activity above about 1.9%;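 note: purified mutant Fbw7 with reduced substrate affinity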
# MITF primary: inhibitors of human MITF. O75030. AlphaScreen MITF homodimerization, bead proximity signal. inhibition, % at 2.6 µM. 0.91% of 650,000 active; in the data active = inhibition above about 50%;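 note: 0% = vehicle wells with protein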
# Target sequence (O75030 whole entry, looked up): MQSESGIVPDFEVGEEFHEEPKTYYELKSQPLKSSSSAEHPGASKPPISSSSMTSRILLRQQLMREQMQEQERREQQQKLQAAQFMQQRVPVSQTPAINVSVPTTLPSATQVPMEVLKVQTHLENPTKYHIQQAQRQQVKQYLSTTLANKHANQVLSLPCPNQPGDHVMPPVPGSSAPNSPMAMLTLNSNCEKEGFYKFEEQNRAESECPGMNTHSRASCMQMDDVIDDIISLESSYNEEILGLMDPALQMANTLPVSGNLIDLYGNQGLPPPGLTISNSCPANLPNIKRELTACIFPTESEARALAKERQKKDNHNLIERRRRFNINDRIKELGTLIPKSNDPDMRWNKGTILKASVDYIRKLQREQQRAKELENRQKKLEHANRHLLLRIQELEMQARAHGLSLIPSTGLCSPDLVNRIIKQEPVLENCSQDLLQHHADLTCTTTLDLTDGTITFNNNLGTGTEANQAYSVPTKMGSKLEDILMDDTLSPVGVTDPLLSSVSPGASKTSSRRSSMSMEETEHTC
# GPR151 ag: activators of human GPR151. activation, % at 11.2 µM. 1% of 650,000 active. PathHunter beta-arrestin GPR151 cells, luminescence. Q8TDV0; in the data active = activation above about 4.9%;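 note: 0% = median of compound wells and 100% = cells with positive control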
# Target sequence (Q8TDV0 whole entry, looked up): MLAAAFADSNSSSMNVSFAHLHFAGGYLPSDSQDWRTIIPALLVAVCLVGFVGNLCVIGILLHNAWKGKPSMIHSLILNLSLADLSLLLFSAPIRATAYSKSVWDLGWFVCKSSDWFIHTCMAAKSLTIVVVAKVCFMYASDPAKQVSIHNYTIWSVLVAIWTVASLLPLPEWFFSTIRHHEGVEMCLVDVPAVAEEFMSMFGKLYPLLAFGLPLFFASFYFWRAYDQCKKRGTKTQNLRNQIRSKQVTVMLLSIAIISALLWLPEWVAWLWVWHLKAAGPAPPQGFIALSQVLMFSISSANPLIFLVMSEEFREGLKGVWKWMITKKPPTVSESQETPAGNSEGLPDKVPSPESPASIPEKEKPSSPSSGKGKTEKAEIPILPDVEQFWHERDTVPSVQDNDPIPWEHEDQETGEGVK
# TEAD-YAP block: TEAD-YAP interaction inhibition | inhibition, % at 9.12 µM | 1.4% of 640,000 active | HEK-TIYL cells, TEAD-Gal4/YAP UAS-luciferase luminescence; in the data active = inhibition above about 32%;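 note: 0% = median of test compound wells and 100% = reference inhibitor wells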
# Active calls of the source: *. This is a random part of the collection. About 3.4% of those tested had a hit in this group.
compound,TEAD-YAP block,FBW7 act,GPR151 ag,MITF primary
CC1CN(C(=O)CC2CSc3nc4c(cnn4-c4ccc(F)cc4)c(=O)n32)CC(C)O1 (centres undefined),2.8,0.0,1.2,0.6
COc1ccc(-n2nc3c(c2NC(=O)CC(C)C)CS(=O)C3)cc1 (centres undefined),-5.6,0.0,3.4,1.6
O=C1C2C3C=CC(C3)C2C(=O)N1/N=C/c1ccccc1[N+](=O)[O-] (centres undefined),10.7,0.0,0.4,-16.3
Cc1ccccc1OCc1nc2ccccc2n1CC(=O)NNC(=O)COc1ccccc1,2.8,0.0,-0.6,1.7
CCCN(CCC)C(=O)CSc1nc2c(sc(=S)n2-c2ccc(C)cc2C)c(=O)n1-c1ccccc1,0.6,-0.1,4.2,-5.8
CCC(Sc1nc(C)cc(C)n1)C(=O)Nc1cccc2ccccc12 (centres undefined),10.2,-0.2,0.1,-11.2
COC(=O)c1ccc(/C=C2\SC(c3ccc(C)cc3)=NC2=O)cc1,10.4,0.1,-0.3,3.4
NC(=O)C1CCN(C(=O)NC2CC(=O)N(c3ccccc3)C2)CC1 (centres undefined),8.2,0.2,0.0,-1.4
CCCN1CCN(C(=O)CNC(=O)c2nn(-c3ccc(OC)cc3)c(=O)c3ccccc23)CC1,-23.2,0.1,0.2,-8.9
CCn1c2ccccc2n2c(S(=O)(=O)Cc3ccccc3)nnc12,-4.2,0.0,1.1,16.0
CCc1c(C)sc(NC(=O)c2cc(-c3ccco3)on2)c1C#N,8.2,0.0,1.0,4.0
COc1cc(CN2CCN(Cc3cccc4ccccc34)CC2CCO)cc(OC)c1 (centres undefined),2.4,-0.1,-0.4,-1.1

compound,TEAD-YAP block,FBW7 act,GPR151 ag,MITF primary
CCOc1ccc2c(C)c(Cc3ccccc3)c(=O)oc2c1I,5.0,0.0,-0.3,-5.6
Cc1c(C(=O)N(C)c2ccc(Cl)cc2)sc2ncn(CC(=O)N3CCCCC3C)c(=O)c12 (centres undefined),-5.1,-0.1,0.2,-7.4
NC(=O)C1CCCN(Cc2ccc3c(c2)CN(Cc2ccc4cccnc4c2)CCO3)C1 (centres undefined),3.9,-0.2,0.8,6.7
CCOC(=O)C1=C(C)N=c2s/c(=C\c3ccc(N4CCCCC4)o3)c(=O)n2C1c1cc(OC)ccc1OC (centres undefined),-2.8,0.0,-0.4,-11.2
CCNC(=S)N(Cc1ccccc1)C1CC(=O)N(c2ccc(C(=O)OC)cc2)C1=O (centres undefined),-12.6,-0.1,0.6,-3.1
COc1ccc(N2CC(C(=O)Nc3cc(C)c(Br)c(C)c3)CC2=O)cc1 (centres undefined),1.1,-0.2,0.1,-4.7
Cc1[nH]c2c(Cl)c(Cl)ccc2c1CCNC(=O)Cn1nc(-c2ccc(Cl)cc2)c2ccccc2c1=O,-2.8,0.5,-1.3,24.6
Cn1c(=O)n(CC(=O)N2CCOCC2)c2ccccc21,10.1,0.6,0.8,8.6
O=C(N/N=C/c1cc(O)c(Br)cc1Br)C(O)c1ccccc1 (centres undefined),1.8,-0.1,2.1,-13.2
COc1ccc(C=O)cc1OC(=O)c1ccc(C)cc1,-2.0,0.0,0.2,0.3
O=C(Nc1ccc(Br)cc1F)c1cc(S(=O)(=O)NC2CCCCC2)ccc1F,-2.3,0.0,-2.3,16.1
CC(=O)NC(c1ccc(C(C)C)cc1)c1ccc2cccnc2c1O (centres undefined),83.0*,-1.0,2.5,23.7

compound,TEAD-YAP block,FBW7 act,GPR151 ag,MITF primary
COCCN(CCOC)C(=O)C(=O)c1c[nH]c2ccccc12,8.1,-0.1,0.8,5.6
Cc1ccc(Oc2cccc(N3C(=O)c4cccc([N+](=O)[O-])c4C3=O)c2)cc1C,2.4,0.0,0.3,-0.7
NS(=O)(=O)c1ccc(CCNC(=O)C2CCC(Cn3c(=S)[nH]c4ccsc4c3=O)CC2)cc1 (centres undefined),-8.9,0.1,0.2,7.4
O=C(O)c1cc(C23CC4CC(CC(C4)C2)C3)ccc1O,5.8,-0.2,14.0*,-9.6
O=C(Nc1ccc(F)cc1)C1CCC(CNc2c(N3CCCCC3)c(=O)c2=O)CC1 (centres undefined),-3.6,0.1,0.0,-3.7
Cc1c(Cl)cccc1NC(=O)C1CCN(C(=O)Cc2ccccc2)CC1,4.0,0.0,0.4,-1.1
COC(F)(C(=O)Nc1ccc(C)c(Br)c1)C(F)(F)F (centres undefined),7.1,0.0,-0.3,14.0
CC(=O)NC(CSC(C[N+](=O)[O-])c1ccc2c(c1)OCO2)C(=O)O (centres undefined),-8.3,0.0,-1.1,0.5
O=C1CCC(=O)N1CC(=O)N(c1ccccc1)c1ccccc1,-2.7,-0.1,0.1,4.3
CNC(=O)c1ccc(-c2ccccc2)nc1N1CCOCC1,-7.5,-0.1,-0.5,-2.0
COCCN1C(=O)c2ccccc2C(C(=O)NC2CCCCC2)C1c1c[nH]c2ccccc12 (centres undefined),-2.7,0.0,-0.9,-3.8
Cc1ccccc1OCC(=O)OCc1cccc([N+](=O)[O-])c1,3.1,0.2,-1.4,-11.3

compound,TEAD-YAP block,FBW7 act,GPR151 ag,MITF primary
COc1cccn2c(C(=O)Nc3ccccc3)c(C(F)(F)F)nc12,12.3,0.2,-1.5,17.4
COc1ccc(CCNS(=O)(=O)c2cccc3cnccc23)cc1,6.3,-0.2,-1.0,1.1
Cc1cc(C(=O)O/N=C(\N)c2ccc(Br)cc2)ccc1[N+](=O)[O-],0.1,0.0,6.4*,2.8
COc1ccc(C2CC(c3cccs3)=NN2C(=O)CSc2nnc(CNC(=O)c3ccccc3OC)n2-c2ccccc2OC)cc1 (centres undefined),30.5,-0.2,-1.0,-6.2
CCOCCCNC(=O)c1ccc(C(C)(C)C)cc1,-44.6,0.7,-1.8,0.9
O=C(Nc1cccc(Cn2cncn2)c1)c1cccc(-n2cc(Nc3nccn3-c3ccccc3)cn2)c1,-6.2,-0.2,0.2,0.9
O=C(CC(NCCO)C(=O)O)Nc1cccc2ccccc12 (centres undefined),1.1,0.0,1.2,5.7
COc1cc(NS(=O)(=O)c2ccc(NC(=O)c3ccccc3I)cc2)nc(OC)n1,-1.6,-0.1,0.8,-4.6
O=C(CSc1ccnc(=O)[nH]1)NCc1ccc(F)cc1,-5.7,0.3,-1.4,4.1
CCOC(=O)N1CCN(Cc2cc(OC)c(OC)c(OC)c2)CC1,0.7,0.0,0.0,21.6
CCN(CC)C(NC(=O)Cc1ccccc1)C(Cl)(Cl)Cl (centres undefined),5.3,0.9,1.7,4.8
CCCS(=O)(=O)N1CCC(C(=O)NCCCN(CC)CC)CC1,0.0,0.1,0.4,1.9

compound,TEAD-YAP block,FBW7 act,GPR151 ag,MITF primary
O=C1CCC(CCC(=O)N2CCC(c3ccccc3)CC2)(Cc2ccco2)N1 (centres undefined),3.4,0.0,-0.6,-4.4
CCc1cccc(C)c1NC(=O)CN(C)S(=O)(=O)c1cccs1,7.5,0.2,-0.3,18.1
COc1ccc(NC2=NS(=O)(=O)C(c3ccc(C)cc3)=C2C)cc1OC,-2.5,0.0,-0.7,14.1
Cc1cc(C)c(CN2CCc3nnc(C(CC(C)C)NC(=O)CN(C)C)n3CC2)cc1C (centres undefined),0.2,0.0,0.1,-12.2
COc1ccc2c(c1)c1ncn(C)c(=O)c1n2Cc1ccccc1,2.8,0.0,0.7,17.1
CCOc1ccc(C(=O)NCC(=O)OCc2ccc(F)cc2)cc1OCC,2.0,0.0,0.3,-0.3
Cc1ccc2occ(CN3CCc4nnc(C5CCCO5)n4CC3)c(=O)c2c1 (centres undefined),-12.2,-0.1,-1.0,-3.2
CC(C)N(CCNC(=O)c1ccc2nc(Nc3cccnc3)sc2c1)C(C)C,-2.9,0.1,-0.9,29.7
Cc1ccc2c(c1)N(CC(=O)O)C(=O)c1cccnc1O2,4.0,0.2,-1.1,8.3
CC(C)NC(=O)COc1ccc(Br)cc1Cl,4.4,0.4,-1.5,10.8
CCOC(=O)c1nnn(-c2nonc2-n2cccc2)c1CN1CCC(C)CC1,-2.9,-0.2,0.2,6.1
Cc1ccc(C2CC(=O)C3=C(C2)Nc2ccccc2N(C(=O)C2CC2)C3c2cccnc2)cc1 (centres undefined),13.8,-0.1,-1.8,4.4

compound,TEAD-YAP block,FBW7 act,GPR151 ag,MITF primary
Cc1nc2nc(SCC(=O)N3CCC(C)CC3)nn2c(C)c1Cc1ccc(Cl)cc1,-4.1,-0.2,1.7,0.6
CC(=O)c1ccc(NC(=O)c2ccc(S(=O)(=O)NC3CCCC3)cc2)cc1,-4.0,0.4,-0.3,8.1
Cc1ccc(NC(=O)CSc2nc(=O)n(Cc3cccs3)c3c2CCC3)cc1,6.0,0.9,-1.3,9.5
O=C(CNC(=O)c1ccc(Cl)c(Cl)c1)OCC(=O)N1CCCC1=O,-17.1,-0.1,0.0,-1.9
Cc1ccccc1C1C(C#N)=C(N)NC(S)=C1C#N (centres undefined),1.7,-0.1,1.1,12.0
CSc1ccc(S(=O)(=O)Nc2c(F)cccc2F)cc1,-3.2,0.2,3.0,2.7
CC1CCCN(C(=O)c2ccc3c(c2)NC(=O)C(CS(=O)(=O)Cc2cccc(Cl)c2)N3)C1 (centres undefined),4.3,0.0,0.1,6.5
COc1cccc(/C=c2\sc3nc(-c4ccco4)nn3c2=O)c1OC,8.9,0.0,1.3,6.5
Cc1nc2c(c(N3CCOCC3)n1)CNCC2,-1.2,-0.4,0.2,11.5
CCOc1ccc(NC(=O)CSc2ccc3nnc(-c4cccs4)n3n2)cc1,16.4,0.6,-1.4,7.7
CS(=O)(=O)N1CCN(C(=O)c2cccc([N+](=O)[O-])c2)CC1,-14.0,0.1,-0.2,-16.7
O=C(/C=C/c1ccccc1)c1cccc(N2C(=O)C3C4C=CC(C4)C3C2=O)c1 (centres undefined),0.0,-0.1,0.3,-10.8

compound,TEAD-YAP block,FBW7 act,GPR151 ag,MITF primary
CCOC(=O)N1CCN(C(=S)Nc2ccc(OC(F)F)cc2)CC1,6.5,0.1,-1.9,6.9
CC1CCCCC1NC(=O)Cn1c(=O)oc2cc(S(=O)(=O)N3CCCC3)ccc21 (centres undefined),18.2,0.9,0.3,10.8
Cc1ccc(CSc2nnc(-c3ccc(N)cc3)n2C)cc1,-5.4,-0.2,0.9,-9.2
O=C(NCc1cccc(C(F)(F)F)c1)c1csc(Nc2ccc(-n3ccnc3)cc2)n1,24.0,0.0,-0.4,5.4
CCCCCn1c(=S)[nH]c2cc(C(=O)N3CCOCC3)ccc2c1=O,-4.6,-0.1,-0.6,-2.4
CC(C)C(=O)NC(N1CCCCCC1)C(Cl)(Cl)Cl (centres undefined),10.7,0.5,1.7,4.7
C=CCOC(=O)C1=C(C)NC(=O)NC1c1ccc(N(CC)CC)cc1 (centres undefined),-2.1,-0.2,-0.2,12.6
CC(C)N(CCNc1cc(N2CCCC2CO)nc(N)n1)C(C)C (centres undefined),5.5,-0.1,-0.7,0.7
COC(=O)[C@@H]1CCCN1S(=O)(=O)c1ccc(Cl)cc1,-7.0,0.0,0.3,-8.7
CC1=C(C(=O)Nc2ccccc2)C(c2ccccc2F)NC(=S)N1 (centres undefined),9.7,-0.1,0.9,10.4
O=C(N/N=C/c1ccc(Br)cc1)C(=O)Nc1cccc(F)c1,-15.7,0.0,0.7,-3.6
CN1CCN(C(=S)C(=O)Nc2ccc(Cl)cc2)CC1,-3.4,-0.1,-0.4,-0.4

# Compound profiles, from the list above. Values in the order: TEAD-YAP block | FBW7 act | GPR151 ag | MITF primary
# CC1CN(C(=O)CC2CSc3nc4c(cnn4-c4ccc(F)cc4)c(=O)n32)CC(C)O1 (centres undefined) across the screens: 2.8 | 0.0 | 1.2 | 0.6
# CC1CCCCC1NC(=O)Cn1c(=O)oc2cc(S(=O)(=O)N3CCCC3)ccc21 (centres undefined) across the screens: 18.2 | 0.9 | 0.3 | 10.8

# Later entries.
compound,TEAD-YAP block,FBW7 act,GPR151 ag,MITF primary
O=C(c1ccccc1Cl)N(Cc1ccccc1F)N1C(=O)C2C3C=CC(C3)C2C1=O (centres undefined),-4.3,0.3,-2.0,26.4
CCOC(=O)C(NC(=O)c1ccccc1)(Nc1sc2c(c1C#N)CCC(C)C2)C(F)(F)F (centres undefined),0.9,-0.1,-1.0,-7.2
CC1(C)CC(=O)c2c(O)cc(O)cc2O1,-2.1,0.5,1.8,8.4
Cn1nc(C(=O)Nc2ccccc2)c(Br)c1C(=O)Nc1ccccc1,-6.8,0.0,-0.3,-4.0
Cc1c(Br)c([N+](=O)[O-])nn1CC(=O)Nc1sc2c(c1C(=O)OC(C)C)CCC(C)C2 (centres undefined),-11.6,-0.1,0.9,-3.4
CC(=O)Nc1ccc(S(=O)(=O)C[N+](=O)[O-])cc1,-8.4,-0.3,0.3,-10.2
COC(=O)c1c(C)oc2ccc(N(C(=O)c3cccc([N+](=O)[O-])c3)S(=O)(=O)c3ccccc3)cc12,8.8,-0.1,1.4,0.5
COc1ccc(/C=C(\C#N)C(=O)Nc2ccccc2)c(C)c1,-19.1,0.1,-0.7,8.3
Cc1ccc(C(O)(C(F)(F)F)C(F)(F)F)c(O)c1C,-1.8,0.0,-0.6,-3.6
O=C(Nc1nc(-c2ccc(Cl)c(Cl)c2)cs1)c1ccc(S(=O)(=O)N2CCc3ccccc3C2)cc1,2.5,-0.1,-0.6,0.5
Cc1cn([C@H]2C[C@@H](N=[N+]=[N-])[C@@H](CO)O2)c(=O)[nH]c1=O,1.9,0.1,-1.9,21.6
O=C(Nc1cccc(NC(=O)c2cccc(F)c2)n1)c1cccc(F)c1,1.7,0.0,-1.8,15.6

# Single values from above:
# O=C(Nc1nc(-c2ccc(Cl)c(Cl)c2)cs1)c1ccc(S(=O)(=O)N2CCc3ccccc3C2)cc1 | TEAD-YAP block = 2.5
# COc1ccc(/C=C(\C#N)C(=O)Nc2ccccc2)c(C)c1 | GPR151 ag = -0.7
# Cc1cn([C@H]2C[C@@H](N=[N+]=[N-])[C@@H](CO)O2)c(=O)[nH]c1=O | GPR151 ag = -1.9

# Bioassay records from PubChem.
